# FH mod = Identification of activators of human fumarate hydratase by quantitative high-throughput screening | FH coupled MDH/diaphorase resazurin fluorescence, 15 min | Potency, µM (top dose mostly 79.9 µM), inactives show at the highest dose activity change, negative = inhibition, hits mostly inhibitors | 54,000 tested, 0.22% active | AID 1347055, 2019; further: the screen sought activators but most active calls are inhibition curves; nearly all actives have a fitted effect of over 45% in size
# Target sequence (P07954 whole entry, looked up): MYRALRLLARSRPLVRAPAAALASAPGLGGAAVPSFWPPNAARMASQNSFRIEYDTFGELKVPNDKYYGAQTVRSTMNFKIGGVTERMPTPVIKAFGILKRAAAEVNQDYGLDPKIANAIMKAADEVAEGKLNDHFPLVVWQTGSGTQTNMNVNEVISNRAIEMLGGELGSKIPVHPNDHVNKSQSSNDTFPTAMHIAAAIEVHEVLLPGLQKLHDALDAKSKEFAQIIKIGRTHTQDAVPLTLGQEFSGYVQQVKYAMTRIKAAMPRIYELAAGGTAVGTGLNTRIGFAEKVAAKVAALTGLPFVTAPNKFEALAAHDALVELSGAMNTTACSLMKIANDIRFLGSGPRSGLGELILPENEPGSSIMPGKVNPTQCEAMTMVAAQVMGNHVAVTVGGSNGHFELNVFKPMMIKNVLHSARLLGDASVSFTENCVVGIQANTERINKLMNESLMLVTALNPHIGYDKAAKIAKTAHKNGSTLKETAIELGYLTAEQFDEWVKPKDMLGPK
# NTMT1 inhibitor = Primary qHTS for Inhibitors of N-terminal methyltransferase 1 (NTMT1): MTaseGlo Assay; 59,000 tested, 2.5% active; Potency, µM (top dose mostly 114 µM), for the others: at the top dose activity change, negative = inhibition, actives largely listed as inhibitors; N-terminal Xaa-Pro-Lys N-methyltransferase 1 (Homo sapiens), Q9BV86; NTMT1 MTase-Glo SAH luminescence, purified enzyme; AID 1645870, 2021;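 further: plate controls were DMSO vehicle for no effect and no enzyme for full effect; nearly all actives have a fitted effect of over 65% in size; many of its hits are not listed in these tables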
# Target sequence (Q9BV86 whole entry, looked up): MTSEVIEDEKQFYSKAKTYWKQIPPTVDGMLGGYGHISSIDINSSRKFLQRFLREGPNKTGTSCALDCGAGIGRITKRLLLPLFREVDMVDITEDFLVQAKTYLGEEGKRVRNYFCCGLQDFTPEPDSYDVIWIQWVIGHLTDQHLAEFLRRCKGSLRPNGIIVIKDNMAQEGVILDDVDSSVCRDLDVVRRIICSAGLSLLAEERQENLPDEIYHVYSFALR
# An asterisk follows results filed as active; ? = inconclusive; & = joins results of further samples; ! = not active in a repeat; [ ] = remark or other dose. The call rests on the fitted dose curve; in most records, active means well fitted curve in the direction sought with a large enough effect; inconclusive means small, poorly fitted or top-dose-only effect, or another doubt; inactive means no such curve, though single readings can be large; an effect the other way counts as inactive or inconclusive. Unless noted, on the % scale 0 is the no-effect control and ±100 the full control effect; potency means the concentration at half of the fitted maximal effect. Only part of the results is shown (hit frequency here may not be typical).
SMILES,FH mod,NTMT1 inhibitor
CC[N+](CC)(CC)CCOC(=O)C(C1CCCC1)C1CCCC1,4%[53.3 µM],-20%[57.5 µM]
Fc1cccc(CN(C2=NCCN2)c2c(Cl)cccc2Cl)c1,3%,5%[57.5 µM]
COc1cc2c(cc1OCCCN1CCCC1)N=C(N)C21CCC1,0%,1%
C[C@@H]1O[C@@H](O[C@H]2[C@H](O[C@H]3CC[C@@]4(C)C(CC[C@]5(C)C4C=C[C@]46OC[C@@]7(CCC(C)(C)C[C@H]74)[C@@H](O)C[C@]65C)[C@]3(C)CO)O[C@H](CO)[C@@H](O)[C@@H]2O[C@@H]2O[C@H](CO)[C@@H](O[C@@H]3O[C@@H](C)[C@H](O)[C@@H](O)[C@H]3O)[C@H](O)[C@H]2O)[C@H](O)[C@H](O)[C@H]1O (stereo not given in full),0%[20.6 µM],-18%[12.6 µM]
OC[C@H]1O[C@@H](Oc2cc(O)cc(-c3cc4ccc(O)cc4o3)c2)[C@H](O)[C@@H](O)[C@@H]1O,0%[53.3 µM],12%[29.8 µM]
Clc1cccc(-c2nnnn2Cc2cccnc2)c1Cl,7%,6%&1%[57.5 µM]
CC(C)(OCc1nn(Cc2ccccc2)c2ccccc12)C(=O)O,8%,6%&-14%[57.5 µM]
COc1ccc2cc1Oc1ccc(cc1)CC1c3cc(c(OC)cc3CCN1C)Oc1c(OC)c(OC)c(OC)c3c1C(C2)N(C)CC3 (stereo not given),-5%[53.3 µM],40µM*
C[C@H](N)[C@H](O)c1cccc(O)c1,-9%[53.3 µM],?
C=C1CCC2C(C)(COC(C)=O)CCCC2(C)C1CCC(C)CC(=O)O (stereo not given),0%[53.3 µM],3%[29.8 µM]
Cc1cc(C)c2nc(-c3ccccn3)cc(C(=O)Nc3ccc(S(=O)(=O)Nc4onc(C)c4C)cc3)c2c1,-24%,?
Nc1cccc2c(N)cccc12,-17%,35µM*
C=CCc1ccccc1OCC(O)CNC(C)C (stereo not given),-3%&3%[53.3 µM],15%[57.5 µM]
C=C1CCC2C(OC(=O)C2(O)COC(C)=O)C2C(=C)C(O)CC12 (stereo not given),-7%[53.3 µM],9%[29.8 µM]
CC1(C)CCCC2(C)C1C(O)C=C(CO)C2(O)CO (stereo not given),4%,14%[57.5 µM]

# Random excerpt: two compounds from above
SMILES,FH mod,NTMT1 inhibitor
CC(C)(OCc1nn(Cc2ccccc2)c2ccccc12)C(=O)O,8%,6%&-14%[57.5 µM]
Cc1cc(C)c2nc(-c3ccccn3)cc(C(=O)Nc3ccc(S(=O)(=O)Nc4onc(C)c4C)cc3)c2c1,-24%,?

# The listing continues:
SMILES,FH mod,NTMT1 inhibitor
N#CCC(=O)NN,2%[53.3 µM],19%[57.5 µM]
O[C@@H]1CO[C@H]2[C@@H]1OC[C@@H]2O,4%[53.3 µM],26%[57.5 µM]
Cn1c2ccccc2c2c3c(c4c5ccccc5n(CCC#N)c4c21)CNC3=O,-13%,6%&17%[57.5 µM]
O=C(c1c2ccccc2cc2ccccc12)N1CCC(N2CCC[C@@H](C(=O)N3CCOCC3)C2)CC1,3%,2%[57.5 µM]
O=[N+]([O-])c1ccc(/C=N\O)o1,-10%[53.3 µM],24%[57.5 µM]
O=c1[nH]cnc2c([C@@H]3N[C@H](CO)[C@@H](O)[C@H]3O)c[nH]c12,1%,?
OC[C@H]1O[C@@H](OCc2ccccc2)[C@H](O)[C@@H](O)[C@@H]1O,3%,7%[57.5 µM]
Cc1cc(OCCCS(C)(=O)=O)cc(C)c1-c1cccc(COc2ccc3c(c2)OCC3CC(=O)O)c1 (stereo not given),-11%,2%[57.5 µM]
CC1(C)CC[C@]2(C(=O)O)CC[C@]3(C)C(=CCC4[C@@]5(C)C[C@@H](O)[C@H](O)[C@](C)(CO)C5CC[C@]43C)[C@@H]2[C@@H]1O (stereo not given in full),9%[53.3 µM],16%[29.8 µM]
O=C(NO)c1cnc(N2CCN(S(=O)(=O)c3ccc4ccccc4c3)CC2)nc1,3%[53.3 µM],7%[29.8 µM]
C[C@@H]1O[C@@H](O[C@H]2[C@H](O[C@H]3[C@H](O[C@H]4CC[C@@]5(C)C(CC[C@]6(C)C5CC=C5[C@@H]7CC(C)(C)CC(=O)[C@]7(C)CC[C@]56C)[C@@]4(C)CO)O[C@H](C(=O)O)[C@@H](O)[C@@H]3O)O[C@H](CO)[C@H](O)[C@@H]2O)[C@H](O)[C@H](O)[C@H]1O (stereo not given in full),3%[20.6 µM],-2%[12.6 µM]
NC(=O)CC[C@@H](N)C(=O)O,-3%[53.3 µM],11%[57.5 µM]
OC[C@H]1O[C@@H](Oc2cc(O)c3c(c2)O[C@@H](c2ccc(O)cc2)[C@H](O)C3)[C@H](O)[C@@H](O)[C@@H]1O,1%[53.3 µM],2%[29.8 µM]
C[C@H]1C[C@H](O)c2ccsc2S1(=O)=O,-8%[53.3 µM],26%[57.5 µM]
COc1ccc(CCO[C@@H]2CCCC[C@H]2N2CC[C@@H](O)C2)cc1OC,0%,-5%[57.5 µM]

# Reprinted from the part before: four compounds, then new ones.
SMILES,FH mod,NTMT1 inhibitor
NC(=O)CC[C@@H](N)C(=O)O,-3%[53.3 µM],11%[57.5 µM]
OC[C@H]1O[C@@H](Oc2cc(O)c3c(c2)O[C@@H](c2ccc(O)cc2)[C@H](O)C3)[C@H](O)[C@@H](O)[C@@H]1O,1%[53.3 µM],2%[29.8 µM]
C[C@H]1C[C@H](O)c2ccsc2S1(=O)=O,-8%[53.3 µM],26%[57.5 µM]
COc1ccc(CCO[C@@H]2CCCC[C@H]2N2CC[C@@H](O)C2)cc1OC,0%,-5%[57.5 µM]
C/C1=C\CC[C@]2(C)O[C@H]2C(=O)c2c(C)coc2C1,-6%,0%[57.5 µM]
C/C=C(\C)C(=O)O[C@@H](C)[C@H]1CC[C@]2(O)C3CCC4C[C@@H](OC5CC(OC)C(OC6CC(OC)C(OC7CC(OC)C(OC8OC(C)C(OC9OC(CO)C(O)C(O)C9O)C(OC)C8O)C(C)O7)C(C)O6)C(C)O5)CC[C@]4(C)C3[C@H](O)[C@@H](O)[C@]12C (stereo not given in full),-3%[13.5 µM],-14%[6.45 µM]
Cc1noc(-c2ccc(-c3ccc(CC(=O)O)cc3)cc2)c1NC(=O)O[C@H](C)c1ccccc1Cl,-19%,?
O=C(O/N=C1\c2ccccc2-c2nc3ccccc3nc21)c1ccco1,-18%,?
Cc1cc(C(C#N)c2ccc(Cl)cc2)c(Cl)cc1NC(=O)c1cc(I)cc(I)c1O (stereo not given),?,18µM*!
CCC/C=C/c1cc2c(C=O)c(O)c(CC=C(C)C)cc2o1,-5%,-8%[57.5 µM]
O=C(NCCCCN1CCN(c2cccc(Cl)c2Cl)CC1)c1cc2ccccc2s1,-22%,22%[57.5 µM]
Cc1ccc2c(=O)c3cccc(CC(=O)O)c3oc2c1C,-6%[53.3 µM],?
COC(=O)C1C2CC3c4[nH]c5cc(OC)ccc5c4CCN3CC2CC(OC(=O)c2cc(OC)c(OC)c(OC)c2)C1OC (stereo not given),-1%[53.3 µM],12%
O=c1cc(-c2ccc(O)cc2)oc2cc(O)cc(O)c12,?,?
C/C=C/C1=CC2=CC(=O)C(C)(O)C(OC(=O)c3c(C)cc(O)cc3O)C2CO1 (stereo not given),-4%[53.3 µM],-2%[29.8 µM]
O=C(c1ccc(F)cc1)C1CCN(CCn2c(=S)[nH]c3ccccc3c2=O)CC1,6%[53.3 µM],18%[57.5 µM]
CCCCCCCCCCCCC/C=C/[C@@H](O)[C@H](CO)N(C)C,9%[6.31 µM],20%[12.6 µM]
CCCCN(CCN(CCCC)C(=O)N1CCOCC1)C(=O)N1CCOCC1,0%[53.3 µM],16%[57.5 µM]
CC1(C)CC23[C@@H]4CC(=O)[C@@H]2COC(=O)[C@@H]3CC[C@H]41,3%,2%[57.5 µM]

# Looked up above.
# Cc1noc(-c2ccc(-c3ccc(CC(=O)O)cc3)cc2)c1NC(=O)O[C@H](C)c1ccccc1Cl – FH mod = -19%
# Cc1cc(C(C#N)c2ccc(Cl)cc2)c(Cl)cc1NC(=O)c1cc(I)cc(I)c1O (stereo not given) – NTMT1 inhibitor = 18µM*!
# C/C=C/C1=CC2=CC(=O)C(C)(O)C(OC(=O)c3c(C)cc(O)cc3O)C2CO1 (stereo not given) – FH mod = -4%[53.3 µM]

# Continuation:
SMILES,FH mod,NTMT1 inhibitor
COc1cc(OC)cc(OC)c1,-8%[53.3 µM],37%[activator][57.5 µM]
COC(=O)c1c(Cl)c(Cl)c(C(=O)OC)c(Cl)c1Cl,1%,44%[activator]
CC=C(C(=CC)c1ccc(O)cc1)c1ccc(O)cc1,-7%[53.3 µM],?
CC(C)c1c(C(=O)Nc2ccccc2)c(-c2ccccc2)c(-c2ccc(F)cc2)n1CC[C@H](O)C[C@@H](O)CC(=O)O,9%[53.3 µM],29%[57.5 µM]
CC(C)c1ccc(Cn2ccc3c4c(N)nc(NC5CC5)nc4ccc32)cc1,-10%[53.3 µM],25µM*!
CNCCCC1c2ccccc2C=Cc2ccccc21,-1%&2%[53.3 µM],?
C[C@@H](O)[C@H]1C(=O)N2C(C(=O)OCOC(=O)C(C)(C)C)=C(SC3CN(C4=NCCS4)C3)[C@H](C)[C@H]12,7%[53.3 µM],-4%[57.5 µM]
CON(C)C(=O)[C@H](O)[C@H](Cc1ccccc1)NC(=O)c1cc2cc(Cl)ccc2[nH]1,-18%,6%[57.5 µM]
CN(c1ccccc1CNc1nc(Nc2ccc3c(c2)CC(=O)N3)ncc1C(F)(F)F)S(C)(=O)=O,1%,0%[57.5 µM]
CC(=O)O[C@@H]1C=C2[C@H](CC[C@@]3(C)[C@@]2(O)CC[C@H]2Cc4c([nH]c5ccccc45)[C@@]23C)O[C@@H]1C(C)(C)O,-2%[53.3 µM],-9%[29.8 µM]
CCOc1cc(C(C)(C)C)ccc1C1=N[C@@](C)(c2ccc(Cl)cc2)[C@@](C)(c2ccc(Cl)cc2)N1C(=O)N1CCN(CC(=O)N2CCOCC2)CC1,?,24%[57.5 µM]
C[C@@H]1CC[C@]2(C(=O)O)CC[C@]3(C(=O)O)C(=CCC4[C@@]5(C)CC[C@H](O[C@@H]6O[C@@H](C)[C@H](O[C@@H]7O[C@H](CO)[C@@H](O)[C@H](O)[C@H]7O)[C@@H](O)[C@H]6O)C(C)(C)C5CC[C@]43C)C2[C@H]1C (stereo not given in full),-5%[20.6 µM],14%[12.6 µM]
CC[C@@]1(O)C(=O)OCc2c1cc1n(c2=O)Cc2c-1nc1ccccc1c2/C=N/OC(C)(C)C,6%[53.3 µM],-8%[57.5 µM]
COc1ccc(Cc2cnc(N)nc2N)cc1OC,1%[53.3 µM],-6%[57.5 µM]
COc1ccc2cc(-c3cc(-c4cc(Cl)cc(Cl)c4)nn3C(C)c3ccc(C(=O)NCCC(=O)O)cc3)ccc2c1 (stereo not given),?,?
Nc1nc(F)nc2c1ncn2[C@@H]1O[C@H](CO)[C@@H](O)[C@@H]1O,6%,?
COc1ccc(CCN2CCN(CCCc3ccccc3)CC2)cc1OC,3%,89µM*!
CN(C)CC1CCOC1(c1ccccc1)c1ccccc1 (stereo not given),3%[20.6 µM],5%[12.6 µM]
CCC(=C(c1ccccc1)c1ccc(OCCN(C)C)cc1)c1ccccc1,-6%[53.3 µM],19µM*
CCN(CCO)CCCC(C)Nc1ccnc2cc(Cl)ccc12 (stereo not given),6%[6.31 µM],0%[6.45 µM]
O=C(O)[C@H]1O[C@H](Oc2cc3oc(-c4ccccc4)cc(=O)c3c(O)c2O)[C@H](O)[C@@H](O)[C@H]1O,-15%[53.3 µM],-13%[57.5 µM]
CC1(C)CC[C@]2(C(=O)O[C@@H]3O[C@H](CO[C@@H]4O[C@H](CO)[C@@H](O)[C@H](O)[C@H]4O)[C@@H](O)[C@H](O[C@@H]4O[C@H](CO)[C@@H](O)[C@H](O)[C@H]4O)[C@H]3O)[C@H](O)C[C@]3(C)C(=CCC4[C@@]5(C)CC[C@H](O[C@@H]6OC[C@@H](O)[C@H](O)[C@H]6O)[C@@](C)(C(=O)O)C5CC[C@]43C)[C@@H]2C1 (stereo not given in full),0%[20.6 µM],13%[12.6 µM]
CC[C@H]1CN2CCc3cc(OC)c(OC)cc3[C@H]2C[C@@H]1C[C@@H]1NCCc2cc(OC)c(OC)cc21,3%[53.3 µM],-14%[57.5 µM]
CC(Cc1cc2c(c(C(N)=O)c1)N(CCCO)CC2)NCCOc1ccccc1OCC(F)(F)F (stereo not given),6%,3%[57.5 µM]
NC1CCN(c2cccc(Cl)n2)CC1,-8%[53.3 µM],11%[57.5 µM]
Cc1cc2c(cc1S(N)(=O)=O)S(=O)(=O)CCC2,-1%[53.3 µM],9%[57.5 µM]
COC(=O)Cc1cc2c(c([N+](=O)[O-])c1)N(C(=O)CC[C@H](N)C(=O)O)CC2,1%,-7%[57.5 µM]
CC(F)(F)CN1CCOc2c(nn(-c3ccccc3Cl)c2-c2ccc(Cl)cc2)C1=O,-12%,-1%[57.5 µM]
CC1=C(C(=O)OC(C)C)C(c2cccc([N+](=O)[O-])c2)C(C(=O)OC2CN(C(c3ccccc3)c3ccccc3)C2)=C(N)N1 (stereo not given),-7%[53.3 µM],28%[57.5 µM]
CC1C(=O)OCC2=CCN3CCC(OC(=O)C(C)(O)C1(C)O)C23 (stereo not given),8%[53.3 µM],13%[29.8 µM]
